Bioassay records as filed in PubChem.
D2 PAM = HTS Assay for Positive Allosteric Modulators of the Human D2 Dopamine Receptor: Primary Screen for Potentiators; D(2) dopamine receptor (Homo sapiens), P14416; HEK293 T-REx D2, calcium flux, EC20 dopamine potentiation; potentiation, % at 10 µM; hit rate 0.34% among 340,000; AID 485347, 2010;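 active means potentiation over 3 SD above the plate norm, cut at about 30% in these data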; further: 0% is about no effect
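Cells plated with tetracycline inducer and held overnight at 30 C; calcium dye loaded 30–90 min at room temperature; baseline taken, compound added and read 180 s; EC20 dopamine then added and read 180 s.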
RXFP1 ag = qHTS Assay for Agonists of the Relaxin Receptor RXFP1. Relaxin receptor 1 (Homo sapiens), Q9HBX9. HEK293T-RXFP1 cAMP TR-FRET, 30 min; response scale: percent of porcine relaxin response, buffer zero. Potency, µM (top dose mostly 57.5 µM), for the others: top-dose activation, hits mostly activators. hit rate 0.3% among 370,000; further: potency means the concentration at half of the fitted maximal effect; on the % scale 0 is the no-effect control and ±100 the full control effect; nearly all actives have a fitted effect of over 60% in size; many of its hits are not listed in these tables
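Agonist response is measured as cAMP accumulation in an RXFP1-transfected HEK293T line under PDE4 inhibition. Values are scaled between buffer-only and 29 nM porcine relaxin, and EC50s come from standard Hill equation fits.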
GRP78 ERSR act = qHTS for Inducers of the Endoplasmic Reticulum Stress Response (ERSR) in Human Glioma: qHTS. U87-MG GRP78 promoter luciferase reporter, 16 h. Potency, µM, for the others: at the highest dose activation, actives largely listed as activators. hit rate 0.02% among 420,000. AID 602332, 2012; further: potency means the concentration at half of the fitted maximal effect; series mostly up to about 76 µM; % of control where 0% means no effect; nearly all actives have a fitted effect of over 35% in size
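Stably transfected U87-MG human glioma cells carrying a GRP78-based luminescent sensor were seeded at 1000 cells/well, pin-dosed with compounds and incubated 16 h. Luciferase reagent was then added, and end-point luminescence was read after 10 min at room temperature.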
Vif-APOBEC3G blk = qHTS for Inhibitors of Vif-A3G Interactions: qHTS | HeLa A3G-eYFP + Vif (tagged APOBEC3G with the HIV-1 protein that degrades it), YFP fluorescence, overnight | Potency, µM (top dose mostly 46.1 µM), for the others: at the highest dose activity, negative = active, most hits filed as inhibitors | hit rate 0.076% among 410,000;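 further: potency means the concentration at half of the fitted maximal effect; on the % scale 0 is the no-effect control and ±100 the full control effect; nearly all actives have a fitted effect of over 60% in size; hits raise eYFP signal because A3G escapes Vif-driven loss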
Target sequence (Q9HC16 whole entry, looked up): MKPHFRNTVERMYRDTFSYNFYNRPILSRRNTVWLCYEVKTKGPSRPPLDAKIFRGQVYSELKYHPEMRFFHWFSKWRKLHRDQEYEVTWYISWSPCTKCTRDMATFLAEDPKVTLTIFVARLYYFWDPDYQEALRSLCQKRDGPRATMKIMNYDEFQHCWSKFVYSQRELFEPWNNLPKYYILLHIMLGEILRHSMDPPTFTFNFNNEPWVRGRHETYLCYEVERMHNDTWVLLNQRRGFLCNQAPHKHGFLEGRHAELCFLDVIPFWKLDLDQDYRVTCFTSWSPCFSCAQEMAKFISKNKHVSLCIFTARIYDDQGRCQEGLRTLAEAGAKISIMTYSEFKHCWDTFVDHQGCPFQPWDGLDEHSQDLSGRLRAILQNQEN
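HeLa cells stably expressing Vif and C-terminally eYFP-tagged A3G, seeded overnight at 37 deg C, then exposed to compound by pintool overnight at 37 deg C. Rise in yellow fluorescence (Ex 488/Em 500-530, Acumen) marks blocked Vif-driven A3G degradation.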
D1 PAM = Potentiators of Human D1 Dopamine Receptor: qHTS; D(1A) dopamine receptor (Homo sapiens), P21728; HEK293 TREx D1 cells, calcium flux, dopamine EC20 potentiation; potentiation, % at 10 µM; hit rate 0.036% among 360,000; AID 504651, 2011; in the data active means potentiation above about 30%; further: 0% is about no effect
Target sequence (P21728 whole entry, looked up): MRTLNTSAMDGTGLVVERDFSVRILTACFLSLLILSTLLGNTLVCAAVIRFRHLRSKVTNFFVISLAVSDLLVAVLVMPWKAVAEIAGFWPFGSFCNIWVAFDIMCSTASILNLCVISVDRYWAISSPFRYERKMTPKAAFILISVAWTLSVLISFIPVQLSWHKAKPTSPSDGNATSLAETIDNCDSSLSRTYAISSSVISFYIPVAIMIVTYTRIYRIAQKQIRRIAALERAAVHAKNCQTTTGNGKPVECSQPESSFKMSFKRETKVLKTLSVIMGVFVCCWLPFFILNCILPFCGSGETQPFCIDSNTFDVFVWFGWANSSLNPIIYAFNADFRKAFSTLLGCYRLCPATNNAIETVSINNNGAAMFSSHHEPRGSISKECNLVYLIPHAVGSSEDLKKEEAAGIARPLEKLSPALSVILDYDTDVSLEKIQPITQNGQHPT
D1 agonist = Allosteric Agonists of the Human D1 Dopamine Receptor: qHTS | HEK293 T-REx D1 cells, calcium flux, agonist mode | activation, % at 2 µM | hit rate 1% among 360,000 | AID 504660, 2011; in the data active means activation above about 30%; further: 0% is about no effect
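Inducible HEK293 T-REx D1 cells, force-coupled to calcium signalling, were plated at 4000 cells/well with tetracycline and held overnight at 30 C. After no-wash calcium dye loading, compound-evoked calcium rise over 180 s flagged agonists.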
RXFP1 antag = qHTS Assay for Antagonists of the Relaxin Receptor RXFP1; Relaxin receptor 1 (Homo sapiens), Q9HBX9; HEK293-RXFP1, relaxin-stimulated cAMP HTRF, 30 min; active compounds read low; activity change, negative = inhibition, % at 57.5 µM; hit rate 0.59% among 350,000;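 active means activity change of -60% or lower, but not beyond a set lower limit; inconclusive means change between -60% and -40%, or beyond the set limit; inactive means change above -40%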; further: on the % scale 0 is the no-effect control and ±100 the full control effect
Vif-APOBEC3F blk = qHTS for Inhibitors of Vif-A3F Interactions: qHTS. AID 602313, 2012. HeLa A3F-eYFP + Vif (tagged APOBEC3F with the HIV-1 protein that degrades it), YFP fluorescence increase. Potency, µM (titrated, usually from 46.1 µM), inactives show at the top dose activity, negative = active. hit rate 0.2% among 390,000; further: potency means the concentration at half of the fitted maximal effect; % of control where 0% means no effect; nearly all actives have a fitted effect of over 65% in size
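HeLa cells stably expressing Vif plus C-terminally eYFP-tagged A3F were seeded, incubated overnight at 37 deg C, dosed with compound, incubated overnight again at 37 deg C. Yellow fluorescence (Ex 488/Em 500-530) reported blocked Vif-mediated A3F-eYFP degradation.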
D1 antag = Antagonist of Human D 1 Dopamine Receptor: qHTS. D(1A) dopamine receptor (Homo sapiens), P21728. HEK293 TREx D1 cells, calcium flux, dopamine EC80; active compounds read low. activity change, negative = inhibition, % at 10 µM. hit rate 3.2% among 360,000; in the data active means activity change below about -30%; further: on the % scale 0 is the no-effect control and ±100 the full control effect
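Tetracycline-induced HEK293 T-REx cells with force-coupled D1 receptor were loaded with a no-wash calcium dye. Compound was added after a 10 s baseline and read kinetically for 180 s; EC80 dopamine was then added and calcium flux followed another 180 s.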
The depositor's hits bear a star; ? = inconclusive; . = not tested or not shown; & = joins results of further samples. Unless noted, the call rests on the fitted dose curve; in most records, active means well fitted curve in the direction sought with a large enough effect; inconclusive means small, poorly fitted or top-dose-only effect, or another doubt; inactive means no such curve, though single readings can be large; an effect the other way counts as inactive or inconclusive.

SMILES	D2 PAM	RXFP1 ag	GRP78 ERSR act	Vif-APOBEC3G blk	D1 PAM	D1 agonist	RXFP1 antag	Vif-APOBEC3F blk	D1 antag
CC1(C)CC(NC(=O)C2CCN(S(=O)(=O)c3cccc(C(F)(F)F)c3)CC2)CC(C)(C)N1	-6	2.9%	-6%	3%	-8	1	5	0%	-22
CN(C)C=Nc1c(C(=O)c2ccccc2)sc2nccc(N(C)C)c12	8	3.8%	-1%	1%	3	2	4	7%	5
CCCCn1c(N)c(N(Cc2ccccc2OC)C(=O)COc2ccc(C)cc2)c(=O)[nH]c1=O	14	-0.1%	-2%	-2%	-5	-2	-15	-6%	-19
COc1cc(/C=C2\C(=O)N(c3ccc(NC(C)=O)cc3)N=C2c2ccccc2)ccc1O	-2	-0.6%	3%	-7%	1	0	-1	8%	-3
CSCC[C@H](NS(=O)(=O)c1ccc(C(C)=O)cc1)c1nnc2ccccn12	5	1.8%	-2%	1%	-3	3	2	6%	-11
C=C(C)COc1ccc(-c2[nH]ncc2-c2ccc(Br)cc2)c(O)c1	-33	1.6%	-4%	?	1	0	.	-3%	-6
Cc1ccc(Nc2nc(-c3ccc(S(=O)(=O)N4CCOCC4)cc3)cs2)cc1	.	.	-3%	-7%	.	.	11	-16%	.
CCOC(=O)C1CCN(C2=C(NS(=O)(=O)c3ccc(Cl)cc3)C(=O)c3ccccc3C2=O)CC1	-5	11%	-7%	5%	-11	3	-12	9%	-16
O=C(Nc1ccc2c(c1)OCO2)O[C@@H]1C[C@H]2CCC(=O)N3CC[C@@H](C1)[C@@H]23	10	1.9%	5%&0%	4%&-3%	-8	4	.	2%	-6
O=C(CSc1cccs1)NCCc1ccccc1	6	1.5%	9%	0%	-6	4	10	4%	10
CC1(C)Cn2c(nnc2-c2ccccc2)S1	4	-0.8%	-4%	-1%	2	1	3	-2%	-7
COc1ccc(C(=O)N/N=C/c2cn[nH]c2-c2ccc(OC)cc2OC)cc1	-30	4.6%	4%	2%	-8	1	-7	0%	-1
CC(=O)Nc1ccc(NC(=O)c2ccc(NS(=O)(=O)c3cccc4cccnc34)cc2)cc1	-1	3.6%	0%	-2%	-1	2	-13	?	8
COc1ccc(Cn2ccn(Cc3cccc(OC)c3)c(=O)c2=O)cc1	-1	0.2%	-1%	-4%	-2	2	1	-10%	-45*
O=C(OCc1ccc([N+](=O)[O-])cc1)C1CCN(S(=O)(=O)c2ccccc2)CC1	0	4.0%	-5%	0%	-10	12	-3	-3%	-11
CN[C@H]1C[C@H]2c3[nH]c4ccccc4c3CCN2C(=O)[C@H]1[C@H](C)O	.	.	0%	-10%	.	.	3	-1%	.
CC/C(=N\NC(=O)c1csc(C)c1C)c1cccs1	7	0.9%	-7%	1%	-1	0	0	-3%	0
Cc1cc(C)nc(N2CCCC(C(=O)NCc3cccc(C(F)(F)F)c3)C2)n1 (stereo not given)	-14	2.1%	-4%	2%	-5	0	16	-5%	3
COCCSc1ccccc1C(=O)NCC1CCCO1 (stereo not given)	2	2.3%	-3%	2%	-2	2	-2	-2%	-14
CN1CCc2nc(NC(=O)c3cccc(OC(F)F)c3)sc2C1	6	-0.1%	2%	0%	12	2	5	5%	2
CC(C)(O)C#Cc1ccc(CN2CCN(Cc3ccsc3)C(CCO)C2)s1 (stereo not given)	1	-3.9%	-3%	-9%	-1	1	-1	-5%	-5
O=c1cc2c(nn1Cc1ccccc1Cl)-c1ccccc1CC2	-25	-1.4%	1%	6%	-2	-3	-2	1%	6
CC(=O)Nc1ccc(NC(=O)COc2cc(C)cc3oc(=O)cc(C)c23)cc1	-9	18%	0%	3%	-12	5	-6	2%	-11
COC(=O)N/N=C/c1ccccc1OCc1ccccc1	2	1.0%	-5%	-6%	-4	3	-23	4%	-6
CCCCCc1nc2c(C#N)c(-c3ccc(Cl)cc3)ccn2n1	.	3.1%	-4%	1%	-3	3	0	1%	7
CC(C)(C)c1cc(Br)ccc1OCC(=O)Nc1ncn[nH]1	11	1.0%	-1%	-8%	-1	0	-16	0%	3
Cc1c(NC(=O)c2cccc(NC(=O)C(C)Oc3ccccc3)c2)c(=O)n(-c2ccccc2)n1C (stereo not given)	.	.	-4%	-5%	.	.	5	1%	.
Cc1ccc(-n2ncc3c(N4CCN(c5ccc(F)cc5)CC4)ncnc32)cc1	-12	1.4%	-4%	-1%	-1	1	5	2%	1
CC(=O)NC1Sc2ccccc2N=C1c1ccccc1 (stereo not given)	27	1.1%	-1%	-3%	-5	2	-26	.	-8
O=C(c1ccc(Cl)cc1)N1CCC(O)(CSc2ccccc2)CC1	.	1.5%	-3%	-4%	1	0	-11	2%	-9

Entries above that contain a CF3 group, in the order listed:
SMILES	D2 PAM	RXFP1 ag	GRP78 ERSR act	Vif-APOBEC3G blk	D1 PAM	D1 agonist	RXFP1 antag	Vif-APOBEC3F blk	D1 antag
CC1(C)CC(NC(=O)C2CCN(S(=O)(=O)c3cccc(C(F)(F)F)c3)CC2)CC(C)(C)N1	-6	2.9%	-6%	3%	-8	1	5	0%	-22
Cc1cc(C)nc(N2CCCC(C(=O)NCc3cccc(C(F)(F)F)c3)C2)n1 (stereo not given)	-14	2.1%	-4%	2%	-5	0	16	-5%	3

Later entries
SMILES	D2 PAM	RXFP1 ag	GRP78 ERSR act	Vif-APOBEC3G blk	D1 PAM	D1 agonist	RXFP1 antag	Vif-APOBEC3F blk	D1 antag
CCOC(=O)Cc1n[nH]c(=O)c2ccccc12	4	1.8%	-4%	0%	-2	1	?	-2%	7
CC1CC(C)CN(S(=O)(=O)c2ccc(C(=O)Nc3nnc(-c4cccs4)o3)cc2)C1 (stereo not given)	-3	-0.7%	-4%	4%	-3	25	-8	-8%	-27
COc1ccc(CNc2ncnc3sccc23)cc1OC	-7	4.7%	-4%	-4%	-11	14	-8	4%	-4
COc1ccc(C(=O)N2c3ccccc3C=CC2C#N)cc1 (stereo not given)	6	0.2%	-4%	?	-13	2	11	-13%	-19
Cn1ccnc1CN1CCCCC1C(=O)Nc1ccc(Oc2cccnc2)cc1 (stereo not given)	-3	-0.9%	-1%	?	4	-1	-4	-16%	8
Cc1noc(C)c1C(=O)NCC1COc2ccccc2O1 (stereo not given)	14	-2.4%	-4%	0%	-7	4	9	-1%	25
Cc1nn(Cc2cccc3ccccc23)c(C)c1NC(=O)c1cccnc1	-2	0.8%	-4%	5%	2	-1	-4	4%	0
Cc1ccc(C(=O)N2CCCCCC2)cc1Br	7	-1.5%	3%	1%	2	2	-5	5%	1
CC(C)[C@H](NC(=O)[C@@H]1CSCN1C(=O)OC(C)(C)C)C(=O)NCC1CCC(C(=O)O)CC1 (stereo not given in full)	7&1	-1.4%&-0.5%	-3%	-5%	-3&0	1&1	8	3%	6&3
COc1ccc(OC)c(NC(=O)CSc2ncc3c(n2)-c2ccccc2N(C)S3(=O)=O)c1	-5	0.0%	-3%	-2%	3	1	-7	1%	-2
CCOc1ccccc1NC1=NC2CS(=O)(=O)CC2S1 (stereo not given)	14	-2.0%	-3%	0%	-4	4	-8	5%	-1
Cc1ccccc1OCc1nnc(SCC(=O)Nc2ccc3c(c2)oc2ccccc23)n1C	.	-2.8%	-4%	4%	-1	1	-4	-1%	-13
NS(=O)(=O)c1cccc(C(=O)N2CCCc3ccccc32)c1	.	.	-5%	-4%	.	.	-3	-14%	.
Cc1cc(=O)oc2cc3oc(=O)cc(C)c3cc12	10	4.2%	-2%	1%	-16	2	-3	0%	-17
CCN(CC)c1ccc2cc(S(=O)(=O)c3ccc(Cl)cc3)c(=O)oc2c1	5	3.9%	-5%	?	21	272*	.	?	-7
Cn1ncc(Br)c1C(=O)N/N=C/c1ccc(OS(=O)(=O)c2ccccc2)cc1	-1	1.6%	0%	1%	-4	4	-10	0%	-15
O=C(CCCCn1c(=O)[nH]c2ccccc2c1=O)NCc1ccc2c(c1)OCO2	3	0.0%	-5%	5%	-4	2	-9	-4%	6
C[C@H](NC(=O)c1nc[nH]c1C(=O)N1CCc2ccccc2C1)c1ccccc1	12	-1.4%	-4%	-4%	-6	-1	.	3%	-6
COc1ccc(CCn2c(=O)[nH]c3cc(C(=O)NCCc4ccccc4)ccc3c2=O)cc1OC	-2	0.5%	.	.	-7	2	.	.	-17
c1coc(CN(Cc2cccs2)Cc2nnnn2C2CCCCC2)c1	-4	-2.4%	-6%	-10%	-2	-1	-13	3%	-2
COc1ccc(CC(=O)OCC(=O)Nc2ncc(Cl)c(C)c2Cl)cc1	20	-0.8%	1%	0%	2	0	-5	10%	0
COc1ccc2[nH]c(=O)c(CN(CC3CCCO3)C(=O)Nc3ccc(F)cc3)cc2c1 (stereo not given)	.	-0.6%	-1%	0%	-3	3	.	-10%	-23
CCOC(=O)c1cccc(NS(=O)(=O)c2c(C(=O)N3CCCCCC3)c(C)n(C)c2C)c1	4	1.8%	-6%	0%	0	2	22	0%	15
Cc1sc(NC(=O)c2cccs2)c(C(=O)OC(C)C)c1C	-5	5.3%	-6%	-5%	0	-1	2	7%	-2
COCCN1Cc2cccc(C(=O)Nc3ccc(S(=O)(=O)N4CCOCC4)cc3)c2C1=O	-2	9.3%	-3%	4%	-6	0	-2	-1%	-5
CCOC(=O)N1CCN(C(=S)NC(=O)c2nn(C)cc2Br)CC1	-2	1.6%	-4%	-3%	-4	0	4	3%	5
O=C(O)c1ccccc1C(=O)NC1CCCCNC1=O (stereo not given)	-2	1.6%	-8%	3%	-5	4	-26	-18%	-15
COC(=O)[C@@]1(Cc2ccc(OC)cc2)[C@H]2c3cc(C(=O)N4CCCC4)n(CCn4cc([N+](=O)[O-])nc4C)c3C[C@H]2CN1C(=O)c1ccccc1	1	0.4%	-1%	-2%	-2	1	.	-1%	9

Only part of the results is shown; rates above refer to the full screens.
